TIM10 inh: TIM10 yeast growth inhibition. S. cerevisiae TIM10 strain growth, BacTiter-Glo luminescence, 24 h. inhibition, % at 10 µM. actives 1.4% (n = 330,000). AID 463195;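 active = inhibition of 40% or more at the single tested concentration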;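 note: wild-type TIM10 isogenic control strain grown at permissive 25 °C; 0% = DMSO yeast wells and 100% = minimal medium wells without yeast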
APJ agonist: activates the human apelin receptor APJ; P35414; CHO-K1 APJ PathHunter beta-arrestin, luminescence; 0% DMSO wells, 100% apelin; activation, % at 20 µM; actives 0.11% (n = 330,000);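 active = activation more than six SD over the plate average, tested at 20 µM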;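 note: 0% = DMSO alone and 100% = apelin-13 at 10 nM; some results filed as inactive read as strong as hits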
Target sequence (P35414 whole entry, looked up): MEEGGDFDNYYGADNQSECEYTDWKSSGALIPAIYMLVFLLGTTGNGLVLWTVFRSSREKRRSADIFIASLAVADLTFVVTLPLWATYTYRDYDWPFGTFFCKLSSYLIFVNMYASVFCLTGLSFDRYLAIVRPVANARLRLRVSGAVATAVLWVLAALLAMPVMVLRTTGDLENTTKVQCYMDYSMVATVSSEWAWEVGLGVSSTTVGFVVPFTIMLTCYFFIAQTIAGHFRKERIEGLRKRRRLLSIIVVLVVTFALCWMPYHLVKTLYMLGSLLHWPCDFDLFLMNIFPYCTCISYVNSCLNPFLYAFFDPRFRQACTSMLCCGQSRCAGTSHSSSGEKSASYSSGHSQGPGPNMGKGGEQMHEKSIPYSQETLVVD
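assay system = CHO-K1 APJ beta-arrestin complementation cell line | input = cell density 1000 per well | dosing = compound 20 µM once, DMSO 1% | timing = compound 90 min 25 °C, reagent 1 h | measured by = luminescence from split beta-galactosidase complementation, Galacton Star/Emerald II substrate | read-out basis = APJ agonist activity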
NR3A LBD binder: modulators (binders) of human NR3A ligand-binding domain. AID 1259313. Tm shift relative to glycine control, % at 25 µM. actives 2.5% (n = 340,000). NR3A LBD differential scanning fluorimetry, Tm shift; 0% = protein alone, 100% = glycine-bound protein;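 active = melting temperature shift of at least 10% of the positive control shift, at one fixed dose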
beta cell repl: inducers of beta-cell replication in MIN6 cells; actives 0.29% (n = 330,000); proliferation, % at 10 µM; MIN6 cells proliferation, ATPlite luminescence, 48 h; cells starved in 0.2% serum; 100% = growth in 10% serum;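 active = compounds whose signal lies at least 3.5 SD above the mean of all wells on their plate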;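 note: 0% = DMSO-treated cells in low-serum medium and 100% = 10% serum control; some compounds called inactive have numbers as strong as hits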
tim10-1 inh: tim10-1 yeast growth inhibition; actives 2.2% (n = 330,000); S. cerevisiae tim10-1 ts strain growth, BacTiter-Glo, 24 h; inhibition, % at 20 µM; AID 463190;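 active = inhibition of at least 40%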;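 note: mutant grown at 25 °C; 0% = DMSO wells with yeast and 100% = wells holding no yeast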
MPTP block: blocks calcium-induced mitochondrial swelling; actives 1.4% (n = 360,000); isolated mouse mitochondria, Ca2+ swelling absorbance, 30 min; inhibition, % at 10 µM;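 active = inhibition of 50% or more, scaled per plate between neutral and stimulator controls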;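 note: 0% = DMSO wells given calcium and 100% = 1 mM EGTA wells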
tim23-1 inh: tim23-1 yeast growth inhibition | S. cerevisiae tim23-1 growth, BacTiter-Glo luminescence, 24 h | actives 1.3% (n = 330,000) | inhibition, % at 20 µM;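 active = growth inhibition of the mutant yeast at or above 50%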;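 note: temperature-sensitive mutant grown at 25 °C; plate controls were DMSO-treated mutant yeast for no effect and medium wells lacking yeast for full effect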
APJ antagonist: antagonists of human APJ apelin receptor; P35414; CHO-K1 APJ beta-arrestin complementation, luminescence; inhibition, % at 20 µM; actives 0.32% (n = 330,000); AID 2521;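 active = inhibition above about 40% at 20 µM, limit read from the data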;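 note: cells challenged with 10 nM apelin-13 agonist together with compound; plate controls were apelin-13 plus DMSO wells for no effect and DMSO wells lacking apelin-13 for full effect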
NALP3 yeast inh: NALP3 inhibition in yeast; actives 0.39% (n = 330,000); Yeast reconstituted NLRP3/ASC/caspase-1, beta-gal luminescence, 24 h; inhibition, % at 10 µM;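 active = inhibition of 50% or more; inactive = inhibition below 50%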;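 note: plate controls were induced DMSO wells for no effect and uninduced yeast grown without galactose for full effect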
Active calls of the source: *; x = no result given.

Values in the order – TIM10 inh	APJ agonist	NR3A LBD binder	beta cell repl	tim10-1 inh	MPTP block	tim23-1 inh	APJ antagonist	NALP3 yeast inh
COc1ccc(S(=O)(=O)NCCCN2CCCC2=O)c(OC)c1
    -7.2	-2.5	1.5	-2.7	-6.1	0.2	-0.6	-7.2	9.5
Cc1ccc2oc(C(=O)N(C)Cc3cnccn3)c(C)c2c1
    -3.3	1.6	-1.3	-0.2	-4.7	0.0	5.6	5.6	34.4
O=C(NCC1CCCO1)C(c1cccs1)N(C(=O)Cn1nnc(-c2cccs2)n1)C1CCCC1 (centres undefined)
    6.5	0.8	0.3	0.9	8.2	-0.3	11.6	-1.1	-6.0
COc1ccc(OCC(O)CN(C)C(=O)C(C)Oc2ccccc2)cc1 (centres undefined)
    -9.5	-3.5	-5.3	1.1	-1.7	0.0	10.8	-3.5	18.5
CC(C)CCOc1cccc(OCC(=O)O)c1
    2.3	-3.0	-0.2	2.0	8.3	1.0	6.5	-2.4	-4.4
CN(C(=O)N1CCN(c2ccccn2)CC1)c1ccccc1
    16.3	-5.8	-2.5	-0.4	22.4	0.0	16.0	-0.3	11.1
COc1ccccc1/C=N/N1CCN(Cc2ccccc2Cl)CC1
    2.3	-1.6	3.3	-3.1	2.6	0.0	-2.6	10.7	10.6
CCOC(=O)CN(C(=O)CSc1nnc(C)n1-c1ccccc1)c1cccc([N+](=O)[O-])c1
    -3.5	3.5	-0.6	-3.4	4.2	0.7	-6.7	4.2	0.9
O=C(NCc1cccnc1)NC1CCCN1S(=O)(=O)c1ccc(Cl)cc1 (centres undefined)
    -4.5	-2.6	0.1	-3.1	5.7	-1.5	11.8	0.1	-2.5
O=C(CNS(=O)(=O)c1cccc(Cl)c1)OCc1csc(-c2ccccc2)n1
    17.7	1.9	-14.7	0.0	27.7	0.1	29.7	-14.2	9.1

The list goes on, overlapping the part above by two compounds.
Values in the order – TIM10 inh	APJ agonist	NR3A LBD binder	beta cell repl	tim10-1 inh	MPTP block	tim23-1 inh	APJ antagonist	NALP3 yeast inh
O=C(NCc1cccnc1)NC1CCCN1S(=O)(=O)c1ccc(Cl)cc1 (centres undefined)
    -4.5	-2.6	0.1	-3.1	5.7	-1.5	11.8	0.1	-2.5
O=C(CNS(=O)(=O)c1cccc(Cl)c1)OCc1csc(-c2ccccc2)n1
    17.7	1.9	-14.7	0.0	27.7	0.1	29.7	-14.2	9.1
CC(=O)OCC(=O)[C@@]1(O)CC[C@H]2[C@@H]3CCC4=CC(=O)CC[C@]4(C)[C@H]3C(=O)C[C@@]21C
    5.6	-5.7	0.6	1.9	0.5	-1.7	-7.4	6.1	18.6
Fc1ccccc1N1CCN(C2CCCN(Cc3cccc(C(F)(F)F)c3)C2)CC1 (centres undefined)
    -1.0	0.2	1.4	-2.7	11.3	9.4	6.4	16.5	17.8
COCCSc1ccccc1C(=O)NCCCn1ccnc1
    11.1	-2.1	2.7	-1.3	3.9	-0.2	17.8	12.9	4.1
Cc1ccc(Nc2nc(C(=O)N3CCC(C(=O)N4CCN(C)CC4)CC3)cs2)cc1
    -4.7	-3.7	0.2	6.4	6.8	-0.5	7.9	18.0	-5.4
C=Cc1ccc2c(c1)N(C)C(=C)S2
    16.1	-2.6	3.1	-5.5	13.4	-1.2	12.0	11.5	24.6
CCC(C)(C)C1CCC2(CC1)NC(CO)(CO)CO2 (centres undefined)
    8.4	-1.0	-0.1	-2.8	-2.1	0.4	12.6	-2.6	0.3
COc1ccc(C)cc1NC(=O)C(c1ccccc1)N1CCNC(=O)C1 (centres undefined)
    -5.8	-2.9	x	-2.1	16.6	6.6	5.7	32.6	0.6
CCc1ccc(C(=O)NNC(=O)c2n[nH]c(=O)c3ccccc23)cc1
    -12.5	-2.6	1.9	0.9	7.3	3.2	-9.6	22.0	9.6
Cc1ccc2c(=O)cc(C(=O)NCCc3ccc(S(N)(=O)=O)cc3)oc2c1
    -23.1	-3.9	0.0	-2.9	-14.0	0.3	-17.9	-17.3	2.1
Cc1cccn2c(=O)c(/C=C(\C#N)S(=O)(=O)c3ccccc3)c(Oc3ccc(Cl)cc3)nc12
    20.2	1.1	0.4	0.0	0.2	-0.1	50.3*	17.2	23.5
CC(C)OCCCNc1ncnc2c1cnn2-c1ccccc1
    9.1	-7.6	1.8	-0.4	13.7	1.4	18.7	10.8	12.1
O=C(Nc1ccc(N2CCOCC2)nc1)c1ccccc1Cl
    -3.0	0.3	1.1	-0.7	-7.9	0.4	2.2	-17.1	-3.2
CCCS(=O)(=O)c1c(S(=O)(=O)CCC)c2cnccn2c1C(=O)c1ccc(OC)cc1
    -9.9	2.6	1.1	-2.4	9.2	1.2	15.9	-18.6	17.2
Cc1[nH]c2ccccc2c1-c1nc2ccccc2[nH]c1=O
    4.0	-1.1	4.1	2.4	-16.5	-0.3	5.3	-7.7	12.5
Cc1ccccc1NC(=O)CSc1nnc(C2CC2)n1CC1CCCO1 (centres undefined)
    10.3	-1.6	-0.2	-0.7	-19.0	-2.2	4.6	16.1	-3.6
COc1ccc(/C=C/C(=O)Nn2cnnc2)cc1
    7.5	-2.8	1.7	-2.0	8.5	-0.4	4.2	-13.5	-8.9
C=CCOc1ccc(/C=C(\C#N)C(=O)Nc2ccccn2)cc1OC
    -1.8	-1.8	2.4	1.4	15.6	-2.0	13.9	-1.3	10.3
CN1CCN(S(=O)(=O)c2ccc(NC(=O)c3ccc(Br)s3)cc2)CC1
    11.0	-1.6	28.9*	-2.8	33.1	0.9	24.7	23.8	13.7
COC(=O)C1=C(C)NC(=O)NC1c1cn(-c2ccccc2)nc1-c1cccs1 (centres undefined)
    13.5	-4.6	0.9	-0.6	17.3	-1.5	12.4	-19.4	21.8
Cc1ccc2c(c1)NCC(C(=O)NC1CCC(C)CC1)O2 (centres undefined)
    -6.8	-1.4	3.6	-2.7	13.9	-1.5	8.4	15.7	17.3
CCCn1c(SCC(=O)NCCCN2CCCC2=O)nc2ccccc2c1=O
    1.1	-3.9	1.0	1.5	9.1	1.1	3.9	-0.6	3.0
O=C(Nc1ccc(N2CCN(C(=O)c3ccc(Cl)cc3)CC2)cc1)c1cccs1
    5.6	2.9	0.9	-1.5	4.4	-1.2	6.8	-7.0	7.7
Cc1nc(NC(=O)COC(=O)CCc2nc3ccccc3s2)c(Cl)cc1Cl
    14.6	-2.1	-3.9	-3.6	37.2	0.7	16.3	8.6	3.3
O=[N+]([O-])c1ccc(S(=O)(=O)N2CCN(Cc3c[nH]c4ccccc34)CC2)cc1
    25.1	5.2	-9.3	1.0	36.6	-2.0	29.7	-25.2	10.1
CC1(C)CC(=O)C=C(Nc2ccccc2O)C1
    -7.4	-4.7	1.5	3.0	-10.9	-0.9	-0.9	-0.2	10.8
O=C(NNc1ccc(-c2csnn2)cc1)c1ccccc1C(F)(F)F
    23.1	-0.5	6.2	-0.8	-1.6	2.3	15.0	10.2	4.0
Cc1nc(S(=O)(=O)N2CCOCC2)c(C#N)c(C)c1Cl
    -77.7	-1.4	-0.1	-0.3	-16.4	1.1	-81.5	-5.1	18.3
CC(=O)N1CCN(CC(=O)Nc2ccccc2Sc2ccc(Cl)cc2)CC1
    7.8	0.4	0.5	-2.9	6.7	2.1	15.6	2.0	-0.6
Fc1ccc2[nH]c3c(N4CCN(c5ccccc5)CC4)ncnc3c2c1
    -1.0	14.1*	6.4	-5.4	5.9	97.6*	4.1	-10.1	24.4
Cc1ccc(NC(=O)c2ccc(F)cc2)cc1S(=O)(=O)N1CCCCCC1
    11.7	-0.4	-2.8	-3.0	34.9	-0.7	30.3	17.4	21.3
COc1cc(CC(=O)OCC(=O)Nc2ccc(N3CCOCC3)cc2)cc(OC)c1OC
    -11.9	-2.2	-1.2	-4.2	15.2	-3.4	-1.5	-9.4	-7.0
CCC1Oc2ccc(C)cc2N(CC(=O)NCCC2=CCCCC2)C1=O (centres undefined)
    10.3	-0.9	-1.9	-2.1	22.9	0.8	30.5	-0.7	5.5
CC1Cc2ccccc2N1C(=O)COC(=O)c1ccc(N(C)C)cc1 (centres undefined)
    3.3	-3.7	1.2	-2.0	15.1	-0.8	5.5	15.3	8.8
O=C(NCc1cccs1)C1CCCN(c2nc3ccccc3o2)C1 (centres undefined)
    -15.9	-3.2	2.9	-0.1	12.8	-3.1	-80.3	28.8	15.1
C=CCNc1nc(-c2ccccn2)nnc1-c1ccccc1
    46.5*	-0.7	0.0	-4.3	49.3*	-0.7	4.1	-3.2	2.6
COCC(=O)Nc1nc(-c2ccccc2)ns1
    1.4	-1.0	-0.3	-0.8	-0.5	-0.9	13.9	-2.3	4.3
CCn1c(CSc2nnc(-c3ccoc3C)n2C)nc2cc(S(=O)(=O)N(C)C)ccc21
    -20.9	-8.3	-1.1	-1.3	6.1	0.2	-0.9	-1.6	-3.7
O=C(NC1CC1)c1cccc(S(=O)(=O)Nc2ccccc2F)c1
    -8.6	-7.5	1.7	3.8	-25.3	0.1	-9.8	-4.7	13.6
COc1cccc(NC(=O)NC2CCCc3ccccc32)c1 (centres undefined)
    24.4	-0.7	-2.6	0.3	25.4	13.5	15.8	-10.8	0.6
CCOC(=O)C1CCCN(S(=O)(=O)c2ccc3c(c2)N(C(C)=O)CCO3)C1 (centres undefined)
    8.2	-2.2	2.9	0.8	12.1	-1.0	8.6	-3.1	1.7
C/C(=N\NC(=O)c1nn(C)cc1Cl)c1ccncc1
    -11.2	2.0	-1.5	0.0	6.5	-0.3	9.8	7.7	8.2
CCOC(=O)c1sc(=NC(=O)c2cc(OC)c(OC)c(OC)c2)n(C)c1C
    12.5	-4.0	-2.6	-2.5	19.2	0.6	9.7	17.6	18.9
CC(C)(C)OC(=O)C[C@@H]1C/C=C\C[C@H](CC(=O)NCCO)C(=O)N2CCC[C@@H]2COC1=O
    -0.4	-2.2	0.6	1.3	-0.8	-1.7	-9.6	-4.1	22.3
C=CCn1c(SCC(=O)NNC(=O)Nc2cccc(Cl)c2)nnc1-c1ccccc1
    -2.5	-2.4	0.3	0.3	4.3	30.4	12.2	4.4	-7.0
O=C(c1cccs1)n1nc(-c2ccco2)nc1SCc1ccccc1
    23.3	-1.5	-2.5	-4.0	20.4	x	18.8	4.6	-9.5
COc1cc(/C=N/N(CCO)C2=NS(=O)(=O)c3ccccc32)cc(OC)c1OC
    7.5	2.8	1.5	0.6	-8.0	0.3	-1.6	7.1	2.1
CCCCCOC(=O)Cn1c(N2CCOCC2)nc2c1c(=O)[nH]c(=O)n2C
    -13.8	-1.0	-0.8	0.2	2.6	-1.6	6.4	-3.8	12.1
CC(CN1CCC(O)CC1)c1ccccc1 (centres undefined)
    -3.3	0.4	-1.4	0.1	0.3	-0.3	0.9	13.2	17.0
O=C(c1ccccc1Cl)N1N=C(c2ccc(Br)cc2)CC1c1nc2ccccc2[nH]1 (centres undefined)
    17.2	-4.7	-3.3	-5.6	24.8	2.3	13.4	-3.5	6.3
COc1cc(O)c(C(CCN2CCCC2)c2ccc(N(C)C)cc2)c(OC)c1 (centres undefined)
    -0.3	-0.5	-3.1	-0.8	8.3	1.4	-12.9	6.9	12.7
COC(=O)c1sc(-c2ccc(Cl)cc2)cc1NC(=O)CSCC(=O)O
    -8.8	4.5	2.4	-3.2	10.6	-2.6	20.0	-4.5	6.9

Bioassay records: PubChem, Sanford-Burnham Center for Chemical Genomics

Compounds as they come. Share with any hit: about 7.2%.
